Screening results: PubChem BioAssay, several laboratories
PERK inh: inhibitors of human PERK kinase; Q9NZJ5; CHO PERK-DD fusion, SEAP luminescence translation reporter; inhibition, % at 5.6 µM; actives 0.17% (n = 220,000); AID 1416;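 active = inhibition above the mean inhibition of all tested compounds plus 3 SD, set separately per screening campaign, cut at about 2.9% in these data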;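 also: PERK kinase domain activated by AP20187 dimerizer at 100 nM; 0% = DMSO with dimerizer and 100% = rapamycin at 8.4 µM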
Target sequence (Q9NZJ5 whole entry, looked up, the tested form may be a part): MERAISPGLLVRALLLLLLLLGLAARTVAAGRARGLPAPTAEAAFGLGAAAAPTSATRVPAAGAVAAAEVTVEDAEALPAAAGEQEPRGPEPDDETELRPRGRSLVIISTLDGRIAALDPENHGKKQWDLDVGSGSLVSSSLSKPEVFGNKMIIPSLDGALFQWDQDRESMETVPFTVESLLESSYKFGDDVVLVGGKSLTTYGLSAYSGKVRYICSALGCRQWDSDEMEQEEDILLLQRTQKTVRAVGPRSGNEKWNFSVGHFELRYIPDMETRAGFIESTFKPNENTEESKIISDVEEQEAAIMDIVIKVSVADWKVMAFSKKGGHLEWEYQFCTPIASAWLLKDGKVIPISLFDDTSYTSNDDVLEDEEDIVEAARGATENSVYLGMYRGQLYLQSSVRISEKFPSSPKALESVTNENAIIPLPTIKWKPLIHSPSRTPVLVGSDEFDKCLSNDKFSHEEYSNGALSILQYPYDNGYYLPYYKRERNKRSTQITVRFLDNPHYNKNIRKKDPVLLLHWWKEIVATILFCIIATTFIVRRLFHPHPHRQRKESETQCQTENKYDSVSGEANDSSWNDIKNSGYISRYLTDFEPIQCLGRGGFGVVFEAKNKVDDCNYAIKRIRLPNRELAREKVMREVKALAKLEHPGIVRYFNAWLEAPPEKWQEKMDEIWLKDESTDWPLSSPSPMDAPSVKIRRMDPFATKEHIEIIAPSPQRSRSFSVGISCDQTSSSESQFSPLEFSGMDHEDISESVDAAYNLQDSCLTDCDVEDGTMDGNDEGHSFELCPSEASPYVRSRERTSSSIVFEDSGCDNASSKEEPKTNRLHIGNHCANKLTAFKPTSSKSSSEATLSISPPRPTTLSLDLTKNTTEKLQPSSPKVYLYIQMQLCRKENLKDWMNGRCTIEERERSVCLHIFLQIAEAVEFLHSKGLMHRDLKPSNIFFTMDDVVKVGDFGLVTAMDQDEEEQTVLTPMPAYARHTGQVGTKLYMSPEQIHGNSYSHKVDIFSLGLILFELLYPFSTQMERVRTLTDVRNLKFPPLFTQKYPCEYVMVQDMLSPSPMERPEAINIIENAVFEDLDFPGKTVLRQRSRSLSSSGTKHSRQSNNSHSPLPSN
TNF necrop inh: inhibitors of TNF-alpha induced necroptosis in Jurkat FADD-/- cells; actives 0.068% (n = 220,000); AID 463075; Jurkat FADD-/- TNF necroptosis rescue, ATP luminescence, 24 h; 0 = TNF only, 100 = no-TNF cells; activation (protection from cell death), % at 10 µM;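 active = activation, meaning protection from cell death, of at least 50% relative to plate controls; inactive = activation below 50%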;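 also: necroptosis triggered by 40 ng/mL TNF-alpha added together with compound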
Rad51 HR inh: Rad51 (human) homologous recombination inhibition. inhibition, % at 10 µM. actives 0.085% (n = 200,000). AID 1385. Q06609. hRad51 DNA strand exchange, fluorescence dequenching;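 active = inhibition above 40% at the single screening dose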;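 also: 0% = DMSO control wells and 100% = blanks with heterologous ssDNA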
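System: human Rad51 nucleoprotein filaments preassembled on unlabelled ssDNA. Reagent: labelled 47-mer dsDNA for strand exchange. Schedule: 30-min compound preincubation and 15-min exchange, both room temperature. Measured by: FRET fluorescence dequenching, excitation 485 nm, emission 520 nm. Read-out: Fluorescence-based percent inhibition, control- and blank-normalised. Benchmarks: plate controls and plate blanks.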
MDM2 E3 inh: blocks human Mdm2 ubiquitin ligase activity; cell-based MDM2 ubiquitination luciferase reporter, 2 h; 0 = plate control, 100 = twice control, blank-subtracted; actives 0.11% (n = 210,000); AID 1230; signal enhancement, % at 5 µM;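 active = signal enhancement of 30% or more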;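 also: luminescence tracks abundance of the self-degrading MDM2-luciferase fusion protein; higher signal means inhibition of MDM2 E3 ligase activity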
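system = mammalian cells stably expressing self-ubiquitinating, self-degrading MDM2 E3–luciferase fusion | quantity = 2000 cells per well seeded | incubation = 4 h cell settling then 2 h compound exposure, 37 °C | signal = SteadyLite luminescence, 15 min reagent step | benchmarks = plate control and blank wells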
eIF4E 4G PPI: blocks eIF4E binding to eIF4G. P63073+Q04637. TR-FRET eIF4E-eIF4GI(517-606) binding, 2 h. inhibition, % at 21.7 µM. actives 0.37% (n = 220,000). AID 782;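 active = inhibition above about 30%, limit read from the data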;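 also: 0% = full FRET control wells and 100% = background wells lacking eIF4GI fragment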
EBV gp42 block: inhibitors of Epstein-Barr virus glycoprotein 42; actives 0.42% (n = 220,000); Fluorescence polarization binding assay, mP read-out; inhibition, % (tested at 21.74 µM); Q1HVG2; in the data active = inhibition above about 50%
zVAD death inh: blocks zVAD induced death of L929 cells; viability rescue, % at 10 µM; actives 0.38% (n = 220,000); L929 zVAD necroptosis rescue, ATP luminescence, 24 h; with zVAD 60 µM; AID 1377;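 active = activation, scaled between plate controls, above about 75%, limit read from the data; inactive = activation under that limit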;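 also: 0% = zVAD with DMSO and 100% = DMSO alone without zVAD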
Calpain2 inh: inhibitors of pig calpain II | inhibition, % at 16 µM | AID 1236 | purified calpain II, fluorogenic peptide substrate, 30 min | actives 0.37% (n = 220,000);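 active = inhibition above about 50%, limit read from the data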
Cl transport mod: modulators of human KCC2 chloride dependent transport | actives 2.2% (n = 190,000) | AID 1456 | Q9H2X9 | B-score of Tl+ flux slope (higher = more flux/activation; lower = inhibition) at 10 µM | KCC2 cells, thallium flux FluoZin-2 fluorescence;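 active = thallium flux slope and its plate-corrected score both differing from the plate sample mean at a set confidence after two filtering rounds, in either direction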;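 also: slope of fluorescence scaled to starting intensity during 10 to 20 s after thallium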
Starred values were filed as active, the others as inactive; . = not tested or not shown; [ ] = another dose, or the depositor's remark. The order is random. About 3.6% of those tested had a hit in this group.

compound | PERK inh | TNF necrop inh | Rad51 HR inh | MDM2 E3 inh | eIF4E 4G PPI | EBV gp42 block | zVAD death inh | Calpain2 inh | Cl transport mod
COc1ccc(OC)c(N=CC2=C(O)CC(C)(C)CC2=O)c1 | -1.1 | -2.4 | -4 | 1 | 6[fluorescence artefact?] | -11 | -0.5 | 24 | -0.41
CC(C)NC(=O)Cn1c(=O)c2c(ncn2Cc2ccccc2)n(Cc2ccccc2)c1=O | -1.0 | -0.3 | 5 | -23 | 1 | -2 | 0.0 | 7 | -0.14
Cc1sc2ncnc(OCC(=O)NCC3CCCO3)c2c1C (stereo unspecified) | -0.2 | 0.3 | 1 | -7 | 2[fluorescence artefact?] | 4 | 1.2 | 11 | .
CSc1sc(C(=O)NNC(=O)c2ccc(Cl)cc2)c2c1C=CCC2 | 0.8 | 0.8 | -10 | -16 | 0 | -21 | 0.5 | -23 | 13*
CCCn1c(C)cc(/C=C(\C#N)C(=O)O)c1C | 1.0 | 2.8 | 8 | -6 | -4 | -6 | 0.5 | -9 | -0.013
CC1(C(=O)NC(=S)N(CCC#N)Cc2cccnc2)CC1(Cl)Cl (stereo unspecified) | 1.2 | 0.9 | -4 | -41 | 3 | -6 | 0.8 | -20 | 0.51
Cc1cc(C(=O)c2cnc(/N=C/N(C)C)s2)c(F)cc1Cl | -0.3 | 0.9 | 17 | -9 | -2 | -10 | 0.3 | 6 | 0.76
CCOC(=O)C1CCCN(C(=S)NC2CCCCC2)C1 (stereo unspecified) | 0.1 | 1.0 | -4 | -12 | -2 | 7 | -0.3 | 2 | -0.37
C=CCSc1nc(N)c2c(C)c(C)sc2n1 | 1.0 | -0.3 | -2 | -14 | 9 | 2 | 0.7 | 34 | -1.4
CCOC(=O)c1ccc2[nH]c3c(c2c1)CN(C)CC3 | -0.9 | 2.2 | -3 | -7 | 3 | -1 | 4.0 | -21 | 0.032
COc1ccc(-c2cc(C(=O)NC(C(=O)O)C(C)C)c(C)o2)cc1OC (stereo unspecified) | 0.1 | 0.1 | 4 | -9 | 3 | -15 | 0.1 | -8 | 0.029
Cc1ccc(C(=O)CSc2ccc(-c3cccnc3)nn2)cc1 | 0.0 | 0.2 | -3 | 0 | 0 | -2 | 3.2 | -6 | -0.27

compound | PERK inh | TNF necrop inh | Rad51 HR inh | MDM2 E3 inh | eIF4E 4G PPI | EBV gp42 block | zVAD death inh | Calpain2 inh | Cl transport mod
COc1cc(SC#N)ccc1N=Cc1c(C)[nH]n(-c2ccc(C)cc2C)c1=O | 0.3 | -13 | -18 | -2 | 1 | -8 | 0.5 | -44 | 0.28
CC(C)Nc1nc(NC(C)(C)C)nc(Oc2ccc(=O)n(C)n2)n1 | 0.6 | -3.1 | 3 | -7 | -1 | -7 | 3.4 | 25 | -0.061
C=CCN1C(=O)C(CC(=O)Nc2ccccc2)N(Cc2ccccn2)C1=S (stereo unspecified) | 0.9 | 0.0 | -20 | -2 | -4 | 11 | 1.2 | -3 | 0.21
OC1(c2ccccc2)CCN(Cc2ccccc2)C2CCCCC21 (stereo unspecified) | -0.2 | -0.6 | -10 | 7 | 1[fluorescence artefact?] | -22 | 0.3 | 1 | 0.043
Cc1ccc(S(=O)(=O)CC(c2ccccc2)N2CCOCC2)cc1 (stereo unspecified) | -0.1 | 0.1 | -5 | -14 | 0 | -1 | 0.0 | -20 | 0.16
Cc1nc2scc(-c3ccc(C(C)C)cc3)c2c(=O)n1N | 0.0 | -0.3 | -12 | -9 | -2 | 0 | 0.2 | 42 | -0.49
Cn1c(=O)c(=O)n(C)c2cc(S(=O)(=O)NCCOc3ccccc3Cl)ccc21 | 0.3 | 0.3 | -3 | 2 | 1 | 2 | 8.3 | -21 | 0.11
COc1ccc(-n2cnc3ccccc32)cc1 | 0.6 | 0.3 | -1 | -22 | 1[fluorescence artefact?] | -12 | 80* | -18 | -0.35
CCc1ccccc1OCC(=O)Nc1ccc(S(N)(=O)=O)cc1 | 0.9 | -2.1 | -8 | -8 | 1 | -16 | 0.0 | 25 | 0.14
Cc1noc(C)c1CSc1nnc2sc3ccccc3n12 | -0.9 | -3.7 | -2 | -17 | -5 | -20 | 0.1 | -21 | 1.1
CC1(C(=O)CSc2nc3ccccc3s2)CCC(=O)O1 (stereo unspecified) | -0.3 | -2.4 | 4 | -13 | 3 | -2 | 1.1 | 28 | .
COc1ccc(CCNC(=O)C2CCN(Cc3nc(-c4ccccc4F)oc3C)CC2)cc1OC | -0.8 | -0.6 | -2 | -1 | -7 | -10 | 0.9 | -36 | -0.44

Given field by field: two of the compounds above
CCc1ccccc1OCC(=O)Nc1ccc(S(N)(=O)=O)cc1
  PERK inh = 0.9; TNF necrop inh = -2.1; Rad51 HR inh = -8; MDM2 E3 inh = -8; eIF4E 4G PPI = 1; EBV gp42 block = -16; zVAD death inh = 0.0; Calpain2 inh = 25; Cl transport mod = 0.14
Cc1noc(C)c1CSc1nnc2sc3ccccc3n12
  PERK inh = -0.9; TNF necrop inh = -3.7; Rad51 HR inh = -2; MDM2 E3 inh = -17; eIF4E 4G PPI = -5; EBV gp42 block = -20; zVAD death inh = 0.1; Calpain2 inh = -21; Cl transport mod = 1.1

The results go on.
compound | PERK inh | TNF necrop inh | Rad51 HR inh | MDM2 E3 inh | eIF4E 4G PPI | EBV gp42 block | zVAD death inh | Calpain2 inh | Cl transport mod
Cc1ccc(NC(=O)CCn2cccc2)cc1F | 1.2 | 15 | 2 | -5 | -10[fluorescence artefact?] | -1 | 0.0 | -59 | 0.8
Cc1ccc(N(CC(=O)NCCSc2nc3ccccc3s2)S(=O)(=O)c2ccccc2)c(C)c1 | -0.5 | 2.3 | -2 | 2 | 3 | 6 | 0.2 | -2 | -1.7
O=C1C(Nc2ccccc2)=CC(c2ccc(O)cc2)N1c1ccccc1 (stereo unspecified) | 0.3 | -0.4 | -21 | -17 | 4 | -2 | 0.4 | -36 | 0.17
Cc1cc(C)cc(NC(=O)c2ccc(CSc3nnc(C)s3)cc2)c1 | -0.2 | 5.6 | -5 | -8 | -1 | 0 | 0.4 | -15 | 0.29
C=CCn1c(SCC2CCCCO2)nc2sc(CC)cc2c1=O (stereo unspecified) | 1.2 | -0.3 | 23 | . | -12 | -6 | -0.3 | 8 | -0.54
CCn1ncc(C(=O)Nc2ccc(S(=O)(=O)N3CCCC3)cc2)c1C | 0.0 | -0.2 | 7 | -3 | 3 | -14 | 3.9 | -4 | .
CCC(C)NC(=O)c1ccc(N2CCC3(CC2)OCCO3)c([N+](=O)[O-])c1 (stereo unspecified) | 0.1 | 2.5 | -3 | -9 | 1[fluorescence artefact?] | -2 | 6.3 | 13 | 1.5
CN(C(=O)c1ccncc1)c1ccccc1 | 0.8 | 3.0 | . | . | -7 | -11 | -0.8 | 5 | 0.82
O=C(CCNS(=O)(=O)c1ccc(Cl)cc1)NCc1ccccn1 | -0.2 | 1.7 | -9 | -13 | 3 | 4 | -0.1 | -4 | .
Cc1cnc(C)c(N2CCN(Cc3nc(-c4ccc(C)o4)oc3C)CC2)n1 | -0.5 | 1.6 | 1 | -1 | 1 | -2 | 0.1 | -12 | -0.88
CSCC[C@H](NC(=O)Nc1ccc(S(N)(=O)=O)cc1)C(=O)O | 0.8 | 2.2 | -2 | -62 | 3 | -6 | 0.2 | -7 | 1.4
Cc1ccc(NS(=O)(=O)c2cc(C(=O)N3CCN(C)CC3)ccc2C)cc1C | -0.8 | 1.0 | 11 | -4 | -2 | -12 | 0.0 | 5 | -1.2

compound | PERK inh | TNF necrop inh | Rad51 HR inh | MDM2 E3 inh | eIF4E 4G PPI | EBV gp42 block | zVAD death inh | Calpain2 inh | Cl transport mod
CCCN1CCN(C(=O)CCCNC(=O)Cn2cnc3sc(C)c(C)c3c2=O)CC1 | 0.1 | 0.9 | 1 | -15 | 36*[fluorescence artefact?] | -12 | 1.8 | -12 | .
C=C(C)CNC(=S)N/N=C(\C)c1ccc(Cl)s1 | 0.6 | 1.8 | 4 | 1 | -6[fluorescence artefact?] | -4 | 0.9 | 4 | 13*
CC(C)C(=O)NC(=S)Nc1ccc(S(=O)(=O)NC(C)(C)C)cc1 | 0.7 | 0.4 | -4 | -5 | -2[fluorescence artefact?] | -8 | 1.4 | 1 | 0.37
O=C1c2ccccc2C(Nc2ccc3c(c2)OCCO3)N1Cc1ccco1 (stereo unspecified) | 0.4 | -8.1 | -1 | -21 | -1 | -8 | 0.1 | -23 | -2.2
O=C(CN(c1ccccn1)S(=O)(=O)c1ccccc1)N/N=C/c1cccc([N+](=O)[O-])c1 | 0.6 | 1.6 | -8 | 3 | 0 | -45 | -0.9 | 12 | 0.067
CC(=O)Nc1cccc(/C(C)=N/NC(=S)NC(C)C)c1 | 0.2 | 0.9 | 1 | -20 | 2 | -8 | 7.1 | -6 | -0.016
CN(C)/C=C1\C(=O)N(c2ccc([N+](=O)[O-])cc2)N=C1c1ccccc1 | 2.8 | -4.8 | -3 | -7 | 3 | 0 | 0.4 | -50 | .
O=C(NCc1ccco1)c1cc([N+](=O)[O-])ccc1Cl | 0.0 | 4.3 | -25 | -19 | 5 | -16 | -1.6 | 12 | -0.65
CC1=CN2C(=NC(=O)CC2(C)C(=O)N(CC(=O)NC2CCCC2)c2cc(C)cc(C)c2)C=C1 (stereo unspecified) | -0.3 | 0.8 | 3 | -5 | 0 | -4 | 0.5 | -451 | 0.63
Cc1cc(C)n(-c2ccc(C(=O)OCC(=O)NC(c3ccccc3)c3ccccc3)cc2)n1 | 0.5 | -1.0 | . | -4 | -1 | -2 | 0.4 | 13 | 0.49
N#Cc1cn(CC(=O)O)c2ccccc12 | -0.7 | -5.2 | . | -9 | 0 | -19 | -0.3 | -8 | .
O=C(NCc1ccccc1)c1ccc2c(c1)OCCO2 | 0.7 | 2.5 | 3 | -13 | 4 | -15 | -0.6 | -2 | -0.049

compound | PERK inh | TNF necrop inh | Rad51 HR inh | MDM2 E3 inh | eIF4E 4G PPI | EBV gp42 block | zVAD death inh | Calpain2 inh | Cl transport mod
Cc1cc(NC(=O)CSc2nnc(-c3ccc4c(c3)OCCO4)o2)no1 | -0.3 | -0.9 | 2 | 1 | 3[fluorescence artefact?] | -13 | 0.1 | -2 | -0.082
CC(C)(C)NC(=O)CN1CCC(O)(c2ccc3c(c2)OCO3)CC1 | -0.7 | -0.4 | -2 | -6 | 1 | 1 | 0.7 | -14 | 0.088
CCOC(=O)C1=C(C)NC(SC)=NC1c1ccc(OC)cc1 (stereo unspecified) | 0.4 | 5.8 | . | 15 | 5 | -26 | -0.2 | -15 | -0.027
O=C(NNC(=O)c1ccc2c(c1)OCO2)NC1CCCCC1 | -0.1 | -2.6 | . | -19 | -2 | -14 | -0.2 | -25 | -0.78
COCCSc1nnc(NS(=O)(=O)c2ccccc2)s1 | 0.9 | -1.0 | 24 | -26 | 1 | -4 | -0.2 | -8 | 0.13
CCOc1ccc(NC(C)=O)cc1[N+](=O)[O-] | -0.1 | 0.7 | -7 | -10 | 3 | 3 | 1.4 | -2 | 0.47
C=CCN(CC=C)S(=O)(=O)c1ccc(NC(=O)COc2ccccc2OC)cc1 | -0.5 | -0.4 | 0 | . | 0 | -23 | -0.9 | 18 | -1.6
COc1ccc(-c2nnc(SCC(=O)N/N=C/c3ccccc3C(=O)O)n2-c2ccc(Cl)cc2)cc1 | 0.7 | 2.5 | -22 | -20 | -4 | -11 | 0.2 | 32 | 0.061
